CHRM5 antagonist – antagonists of human muscarinic M5 receptor (CHRM5). P08912. CHO-hM5 cells, Fluo-8 calcium fluorescence, ACh EC80. inhibition, % at 3 µM. 360,000 compounds, 0.59% hits. AID 624040;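 active = inhibition above a per-plate cutoff, the mean of that plate's test compounds plus 3 SD, cut at about 27% in these data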;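 note: 0% = acetylcholine EC80 with DMSO and 100% = DMSO without agonist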
Target sequence (P08912 whole entry, looked up): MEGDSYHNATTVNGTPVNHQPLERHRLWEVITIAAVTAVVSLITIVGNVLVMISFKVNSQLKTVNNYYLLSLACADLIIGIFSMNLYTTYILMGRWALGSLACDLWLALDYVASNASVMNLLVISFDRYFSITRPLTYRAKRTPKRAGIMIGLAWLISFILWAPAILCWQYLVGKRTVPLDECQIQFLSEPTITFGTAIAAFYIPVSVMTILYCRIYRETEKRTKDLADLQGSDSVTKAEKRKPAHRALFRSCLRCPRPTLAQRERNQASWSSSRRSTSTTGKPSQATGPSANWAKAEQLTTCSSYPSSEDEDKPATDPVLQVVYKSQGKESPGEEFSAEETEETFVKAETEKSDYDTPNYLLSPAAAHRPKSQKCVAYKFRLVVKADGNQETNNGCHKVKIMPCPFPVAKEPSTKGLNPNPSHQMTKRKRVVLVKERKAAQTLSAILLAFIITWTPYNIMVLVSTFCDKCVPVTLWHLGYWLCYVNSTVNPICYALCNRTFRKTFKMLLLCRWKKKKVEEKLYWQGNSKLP
CHO-K1 Ca PAM – counter-screen for M1 PAMs: effect in parental CHO-K1 cells | ATP EC20, Fluo-8 calcium fluorescence; 0% at ATP EC20, 100% at ATP max | activation, % at 3 µM | 360,000 compounds, 0.02% hits | AID 602247;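 active = activation above the run cutoff, the mean activation of all test compounds plus 3 SD, cut at about 40% in these data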;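 note: peak over basal fluorescence ratio in a 140 s read after ATP addition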
CRFBP-R2 block – CRF-BP/CRF-R2 complex antagonism; 350,000 compounds, 0.59% hits; HEK293 CRF-R2/CRF-BP, CRF-induced calcium fluorescence; inhibition, % at 11.8 µM;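 active = inhibition of the ligand-induced calcium signal above about 50% at the single tested concentration, limit read from the data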
TAAR1 antagonist – human TAAR1 antagonism; inhibition, % at 3 µM; 360,000 compounds, 1.5% hits; Q96RJ0; CHO RD-HGA16 TAAR1, Fluo-8 calcium fluorescence, antagonist;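 active = inhibition above a per-plate cutoff, the mean inhibition of test compounds on that plate plus 3 SD, cut at about 49% in these data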;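 note: 0% = DMSO plus EC80 beta-PEA response and 100% = DMSO alone without agonist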
Target sequence (Q96RJ0 whole entry, looked up): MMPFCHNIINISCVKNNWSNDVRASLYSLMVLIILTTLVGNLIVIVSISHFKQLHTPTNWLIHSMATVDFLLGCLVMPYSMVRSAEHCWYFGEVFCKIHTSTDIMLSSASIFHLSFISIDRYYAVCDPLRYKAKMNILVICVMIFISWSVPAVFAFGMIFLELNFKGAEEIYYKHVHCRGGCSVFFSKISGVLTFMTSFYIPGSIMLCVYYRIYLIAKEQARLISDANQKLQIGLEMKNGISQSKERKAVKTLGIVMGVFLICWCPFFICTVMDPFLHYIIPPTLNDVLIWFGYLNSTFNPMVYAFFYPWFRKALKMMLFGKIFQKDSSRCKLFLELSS
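Assay system: CHO-derived RD-HGA16 cells stably expressing human TAAR1 plus Gα16. Timing: 140 s kinetic read after compound, 140 s after agonist. Technique: kinetic Fluo-8 calcium fluorescence measurement. Measure: % inhibition of agonist calcium response.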
M5 PAM – potentiates acetylcholine response at human M5 receptor. CHO-K1 hM5, Fluo-8 calcium, ACh EC20 PAM; 0% = ACh EC20, 100% = ACh EC100. activation, % at 3 µM. 360,000 compounds, 0.3% hits;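 active = activation above the run cutoff, the mean activation of all test compounds plus 3 SD, cut at about 18% in these data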
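system = human M5 receptor in CHO-K1 cells | reagent = EC20 acetylcholine as agonist stimulus | compound dosing = single-point, 3 µM nominal | incubation = Fluo-8 loading 80 min at 37 °C plus 30 min room temperature | detection = Fluo-8 calcium dye fluorescence, kinetic read | benchmarks = low control EC20 acetylcholine (0%), high control EC100 acetylcholine (100%)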
CRFR2-BP ag – agonists of human CRF-binding protein/CRF-R2 receptor complex; HEK293 CRF-R2/CRF-BP, calcium dye fluorescence (FLIPR); percent of saturating CRF peptide response; activation, % at 13.2 µM; 350,000 compounds, 0.46% hits; AID 588473;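 active = activation of at least 50%, plus an integration ratio under a set limit after plate pattern correction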;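 note: plate controls were neutral control wells without compound for no effect and CRF at EC100 for full effect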
CHRM4 PAM – potentiates acetylcholine response at human M4 receptor; P08173; CHO-K1 hM4/Gqi5, Fluo-8 calcium fluorescence, ACh EC20; 0% = ACh EC20, 100% = maximal ACh; activation, % at 3 µM; 360,000 compounds, 0.4% hits;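 active = activation above its plate's cutoff, the mean activation of sample wells plus 3 SD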; note: some results filed as inactive read as strong as hits
CHRM5 agonist – agonists of human muscarinic M5 receptor (CHRM5) | activation, % at 3 µM | AID 624037 | 360,000 compounds, 0.19% hits | CHO-K1 hM5 cells, Fluo-8 calcium fluorescence; 0% DMSO wells, 100% maximal acetylcholine response;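 active = activation above the run's mean over test compounds plus 3 SD, cut at about 23% in these data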;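 note: signal is peak over basal fluorescence ratio across the kinetic read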
TAAR1 agonist – human TAAR1 agonism; 360,000 compounds, 0.99% hits; CHO RD-HGA16 TAAR1, Fluo-8 calcium fluorescence; vehicle wells 0%, saturating PEA agonist 100%; Q96RJ0; AID 624467; activation, % at 3 µM;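 active = activation above the mean activation of all test compounds in the run plus 3 SD, cut at about 38% in these data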
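Assay system: CHO-derived RD-HGA16 cells with stable Gα16 and human TAAR1; timing: 17-24 h seeding, 75 min 37 °C dye, 30 min RT; read-out: % activation from peak over basal fluorescence ratio, DMSO-to-PEA scaled; measured by: kinetic Fluo-8 calcium fluorescence; benchmarks: low control DMSO, high control PEA (EC100); doses: 3 µM single concentration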
Numbers without * were called inactive; . = no result given; & = joins results of further samples.

SMILES	CHRM5 antagonist	CHO-K1 Ca PAM	CRFBP-R2 block	TAAR1 antagonist	M5 PAM	CRFR2-BP ag	CHRM4 PAM	CHRM5 agonist	TAAR1 agonist
CS(=O)(=O)N1CCN(C(=O)c2cc(-c3ccncc3)nc3ccc(Cl)cc23)CC1	16	3	10	35	-10	0.8	-13	3	23
COCCCNC(=O)COc1cc2c(c3oc(=O)c(C)c(C)c13)CCC(C)(C)O2	8	13	12	6	-8	-0.8	-7	-3	1
N#Cc1ccc(-n2nccc2-c2cnc3n(c2=O)CCS3)cc1	2	-6	-4	3	8	-0.1	4	-3	11
Cc1ccc(S(=O)(=O)N(CC(=O)Nc2cccc([N+](=O)[O-])c2)Cc2ccc(Cl)cc2)cc1	19	3	-21	6	-11	1.4	-10	-1	6
COC(=O)C[C@H]1C[C@H]2c3cc(NC(=O)C4CCOCC4)ccc3O[C@H]2[C@@H](CO)O1	-4	1	8	9	1	2.7	0	0	0
COc1ccc(S(=O)(=O)N2CCC(C(=O)NCc3ccncc3)CC2)cc1Cl	1	-5	-6	-10	1	1.4	7	-2	0
COc1ccc(C)cc1S(=O)(=O)Nc1cc2c3c(c1)CC(=O)N3CCC2	7	-22	17	-36	0	0.4	2	3	3
O=C1c2ccccc2NC2(CCCC2)N1NS(=O)(=O)c1ccccc1	15	-9	0	14	-3	0.2	5	-2	4
CN(C[C@H](Cc1ccccc1)N(C[C@@H](Cc1cccc2ccccc12)N(CCc1ccccc1)N=O)N=O)N=O	11	2	-5	7	-7	0.6	0	-4	41*
Cc1c(C(=O)N2CCCCC2)c(S(=O)(=O)NCCc2ccc(S(N)(=O)=O)cc2)c(C)n1C	-3	6	-2	-47	0	1.5	10	-2	1
O=C(Nc1ccc(OC(F)F)c(Cl)c1)c1cccc(OC(F)F)c1	40*	4	-4	.	-22	-0.2	-21	-5	.
Cc1ccc(NCc2nnc(SCC(=O)N3CCCCC3)n2CC2CCCO2)c(C)c1 (stereo not drawn)	1	10	10	-4	0	-0.1	-7	-8	4
CN1CCN(CCCNC(=O)c2ccc(Cn3c(=S)[nH]c4ccc(Br)cc4c3=O)cc2)CC1	-4	1	-7	3	5	-0.9	5	-6	4
COCc1[nH]c(=S)[nH]c(=O)c1C	-1	10	-5	-46	4	-0.3	8	0	2
Cc1ccc2oc(=O)c(/C=C(\O)c3cccs3)nc2c1	4	7	-80	-12	-1	120*	5	1	7
Cc1cc(Cc2cc(C)c(O)c(CO)c2)cc(CO)c1O	19	14	-21	-13	-9	1.6	0	3	4
Cc1cccc(C)c1OCc1cc(C(=O)N(C)CCc2ccccn2)no1	10	-6	-3	-20	-9	-0.1	-2	0	0
CCOP(=O)(OCC)C(NC(=O)Nc1cccc(Cl)c1)c1ccccc1 (stereo not drawn)	-10	15	-9	3	3	-1.3	1	0	6
Cc1ccccc1N1CCN(C2CCCN(C(=O)c3cnsn3)C2)CC1 (stereo not drawn)	4	9	-12	-16	1	-1.1	3	-4	2
CC(C)c1ccc(C(C)NCCS(=O)(=O)c2ccc(Cl)cc2)cc1 (stereo not drawn)	3	6	-7	-16	3	-11	-2	-2	0
CCCNC(=O)C1(C)CCN(C(=O)c2cccc(Cl)c2)C1 (stereo not drawn)	18	-11	.	-22	-4	.	-3	-2	1
O=C(C1=C[C@H](C2CCCCC2)C[C@H](OCCCCO)O1)N1CCN(Cc2ccccc2)CC1	-2	0	-10	2	4	0.0	1	6	6
CN(Cc1ccon1)C(=O)CC1C(=O)NCCN1CC(C)(C)C (stereo not drawn)	9	0	-8	-7	-16	3.7	-10	2	2
Clc1cccc(Cc2c(C3CCCCC3)nc3c4ccccc4ccn23)c1	5	-4	.	8	-2	.	-4	1	0
COc1cc(OC)cc(C(=O)Nc2ncc3c(n2)CC(C)CC3=O)c1 (stereo not drawn)	5	11	10	-28	2	1.0	-1	-1	6

A different layout for 3 compounds above.
compound | CHRM5 antagonist | CHO-K1 Ca PAM | CRFBP-R2 block | TAAR1 antagonist | M5 PAM | CRFR2-BP ag | CHRM4 PAM | CHRM5 agonist | TAAR1 agonist
O=C1c2ccccc2NC2(CCCC2)N1NS(=O)(=O)c1ccccc1 | 15 | -9 | 0 | 14 | -3 | 0.2 | 5 | -2 | 4
CN(C[C@H](Cc1ccccc1)N(C[C@@H](Cc1cccc2ccccc12)N(CCc1ccccc1)N=O)N=O)N=O | 11 | 2 | -5 | 7 | -7 | 0.6 | 0 | -4 | 41*
Cc1c(C(=O)N2CCCCC2)c(S(=O)(=O)NCCc2ccc(S(N)(=O)=O)cc2)c(C)n1C | -3 | 6 | -2 | -47 | 0 | 1.5 | 10 | -2 | 1

Carrying on.
SMILES	CHRM5 antagonist	CHO-K1 Ca PAM	CRFBP-R2 block	TAAR1 antagonist	M5 PAM	CRFR2-BP ag	CHRM4 PAM	CHRM5 agonist	TAAR1 agonist
Cc1nn(-c2ccc(C(F)(F)F)cn2)c(C)c1Oc1ccccc1O	-1	9	2	23	-5	-2.5	1	-5	1
C[C@H]1COC(=O)[C@@H](CC(=O)OC(C)(C)C)C/C=C\C[C@H](CC(=O)NCCO)C(=O)N1	4	0	0	8	2	0.1	2	5	0
CC1=C[C@H](C)[C@H](c2c(F)cccc2Cl)CC1=O	11	-5	2	.	3	-1.1	-1	-4	.
C[C@H](CO)N1C[C@H](C)[C@@H](CN(C)S(=O)(=O)c2ccccc2F)Oc2ncc(Br)cc2C1=O	-5	0	0	-23	3	0.7	3	1	1
COc1cccc(N2CC(O)Cn3c2nc2c3c(=O)[nH]c(=O)n2C)c1 (stereo not drawn)	-7	13	7	14	11	-1.4	2	3	-1
CCn1c(COc2ccccc2OC)nnc1SCC(=O)NC1CCCC1	8	-6	2	-28	1	0.7	-6	-1	1
COc1ccc(/C=N/NC(=O)CNC(=O)c2ccc3c(c2)OCCO3)c(C(=O)O)c1OC	0	19	10	-9	1	-1.9	-1	-4	-2
O=C(C1CCN(Cc2cc(Cl)ccc2O)CC1)N1CCN(Cc2ccccc2)CC1	2	-6	-11	15	-1	1.0	-6	-3	5
COc1cccc(OC)c1C(=O)N1CCN(Cc2c[nH]c3ccccc23)CC1	-2	8	7	1	-2	-2.1	-2	0	0
O=C(Cn1c(-c2ccccc2)c[n+]2ccsc12)c1ccc([N+](=O)[O-])cc1	12	11	27	0	-9	-0.7	-18	-11	2
O=C(Nc1cccc([N+](=O)[O-])c1)ONC1=NCCCCC1	6	15	4	-16	5	1.1	-10	2	5
O=C(O)c1ccc(N2CC3CC(C2)c2cccc(=O)n2C3)c(NC(=S)Nc2ccc(Cl)cc2Cl)c1 (stereo not drawn)	2	13	-14	7	2	-0.3	-8	-1	4
CCn1nc2cc(C(=O)NCC34CC5CC(CC(C5)C3)C4)ccc2c1OC	17	0	-6	2	0	-0.9	0	-5	10
CCOC(=O)c1ccc(N2C(=O)CC(N3CCN(Cc4ccccc4)CC3)C2=O)cc1 (stereo not drawn)	-3	18	-24	4	6	0.8	5	0	1
N#Cc1nc(COc2ccccc2)oc1NCCCn1ccnc1	-2	4	3	-15	-7	-1.6	3	-9	19
CCOC(=O)c1c(NC(=O)CN2C(=O)NC3(CCCCC3)C2=O)sc(C)c1-c1ccc(C)cc1	0	23	-68	-31	-4	4.8	17	1	0
CC(C)CN(C(=O)c1ccc([N+](=O)[O-])s1)c1c(N)n(Cc2ccccc2)c(=O)[nH]c1=O	-4	16	-16	-33	1	0.0	4	5	2
CC1CCCCC1NC(=O)CN(C)S(=O)(=O)c1cccc2cccnc12 (stereo not drawn)	12	2	-11	-4	-8	-3.9	-4	-2	1
Cc1ccc(C(=O)Nc2cccc(C(F)(F)F)c2)cc1NC(=O)c1cnnc2ccccc12	1&8	16&-10	-12&6	15&27	-1&-8	-0.3&0.7	6&-4	1&2	2&6
O=C(OCC1CC(c2ccccc2)=NO1)c1ccc(Cl)cc1 (stereo not drawn)	8	10	1	16	-3	-0.3	8	3	9
Cn1ccc2c([N+](=O)[O-])cccc2c1=O	-7	14	7	-3	3	1.5	-3	-1	4
OC[C@@H]1CN(Cc2ccc(Cl)cc2)C[C@H](n2cnc3c(NCc4ccncc4)ncnc32)O1	-4	2	.	0	2	.	-1	1	1
O=C(NNC(=O)c1ccco1)c1csc(N2CCOCC2)n1	4	4	6	-14	3	-1.1	3	2	0
COc1ccc(OC)c(NC(=O)c2cccc(S(=O)(=O)N(Cc3ccccc3)c3ccccc3OC)c2)c1	4	22	17	15	-2	2.0	-1	-1	0
COc1cccc(-n2c(C)cc(/C=C3\C(=N)N4N=C(CC(=O)N5CCOCC5)SC4=NC3=O)c2C)c1	1	7	-10	-20	-2	-1.3	-2	-4	4
Cc1cc2[nH]c(=O)c(=O)[nH]c2cc1S(=O)(=O)N1CCC(C)CC1	3	2	-3	-21	1	-1.0	3	1	3
O=C(COC(=O)c1ccccc1Br)Nc1ccc2[nH]c(=O)[nH]c2c1	3	-18	-9	1	-6	-1.8	-1	0	1
Cc1c(C(=O)OC(C)C)sc(NC(=O)C2CCCO2)c1C(=O)OC(C)C (stereo not drawn)	-6	7	0	-27	0	0.4	-2	1	-4
CCc1nnc(NS(=O)(=O)c2ccc(Nc3ccc([N+](=O)[O-])c4nonc34)cc2)s1	2	-4	-5	-5	5	-1.7	-3	2	3
O=C1C2CC=C(Cl)CC2C(=O)N1CCN1CCOCC1 (stereo not drawn)	0	16	-7	5	1	4.0	7	-5	5

Retrieved one by one from above, 3 records:
SMILES	CHRM5 antagonist	CHO-K1 Ca PAM	CRFBP-R2 block	TAAR1 antagonist	M5 PAM	CRFR2-BP ag	CHRM4 PAM	CHRM5 agonist	TAAR1 agonist
Cc1ccc(C(=O)Nc2cccc(C(F)(F)F)c2)cc1NC(=O)c1cnnc2ccccc12	1&8	16&-10	-12&6	15&27	-1&-8	-0.3&0.7	6&-4	1&2	2&6
C[C@H]1COC(=O)[C@@H](CC(=O)OC(C)(C)C)C/C=C\C[C@H](CC(=O)NCCO)C(=O)N1	4	0	0	8	2	0.1	2	5	0
Cn1ccc2c([N+](=O)[O-])cccc2c1=O	-7	14	7	-3	3	1.5	-3	-1	4
